Source: PubChem BioAssay (several laboratories)
TcdB GH inh: blocks C. difficile toxin B glycohydrolase activity; P18177; TcdB glycohydrolase enzymatic assay, plate reader; inhibition, % at 9.99 µM; 0.24% of 350,000 active; AID 652162; in the data active = inhibition above about 10%
Anthrax LF inh2: inhibitors of Bacillus anthracis lethal factor protease; P15917; multiplex microsphere protease cleavage assay, LF; inhibition, % at 10 µM; 0.12% of 360,000 active; in the data active = inhibition above about 30%; also: plate controls were buffer without enzyme for full effect and enzyme alone for no effect
Target sequence (P15917 whole entry, looked up): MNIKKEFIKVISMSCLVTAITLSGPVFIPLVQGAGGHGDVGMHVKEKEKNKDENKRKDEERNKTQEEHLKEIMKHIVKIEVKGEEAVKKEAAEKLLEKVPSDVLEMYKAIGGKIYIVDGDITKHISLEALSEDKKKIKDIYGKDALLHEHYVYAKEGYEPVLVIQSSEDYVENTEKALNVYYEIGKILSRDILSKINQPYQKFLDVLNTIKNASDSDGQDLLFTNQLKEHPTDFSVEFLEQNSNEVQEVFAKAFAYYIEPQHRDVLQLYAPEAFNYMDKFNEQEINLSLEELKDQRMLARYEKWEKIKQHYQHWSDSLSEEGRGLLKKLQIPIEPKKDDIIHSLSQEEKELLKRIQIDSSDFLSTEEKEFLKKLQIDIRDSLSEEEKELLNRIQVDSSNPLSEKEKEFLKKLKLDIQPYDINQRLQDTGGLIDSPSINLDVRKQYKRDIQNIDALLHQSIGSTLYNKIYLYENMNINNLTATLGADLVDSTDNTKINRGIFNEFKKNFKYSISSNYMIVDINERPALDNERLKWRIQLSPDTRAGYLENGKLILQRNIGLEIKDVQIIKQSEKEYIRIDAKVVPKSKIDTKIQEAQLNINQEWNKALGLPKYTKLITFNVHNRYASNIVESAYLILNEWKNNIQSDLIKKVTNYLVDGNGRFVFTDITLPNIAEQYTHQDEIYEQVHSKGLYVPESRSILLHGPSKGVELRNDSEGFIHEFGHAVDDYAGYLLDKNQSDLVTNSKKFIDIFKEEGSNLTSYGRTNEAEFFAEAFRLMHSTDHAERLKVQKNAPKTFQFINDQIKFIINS
* marks the source's active call; other numbers are inactive results; & = joins results of further samples. An excerpt; rates above refer to the full screens.

SMILES | TcdB GH inh | Anthrax LF inh2
CCCNC(=O)OC1CC2CC1[C@H]1CCCCN1C2=O (some centres not stated) | 0.5 | -8.7
Cc1ccccc1OP(=O)(Oc1ccccc1C)N1CCOCC1 | 1.2 | -7.9
COc1ncc(-c2ccc(N3C(c4ccsc4)=Cc4ccc(F)cc4C3CC(C)=O)cc2)cn1 (configuration not stated) | 1.5 | 4.6
COc1ccc2c(CN3CCN(c4ccccc4F)CC3)cc(=O)oc2c1 | 0.8 | -4.3
Cc1ccccc1-c1ccc(CN2C(C(C)C)C(=O)N(Cc3cn(CCC4OCCO4)nn3)CCS2(=O)=O)cc1 (configuration not stated) | -0.1 | -7.2
COC(=O)c1cccc(OCCCN2CCC(C(O)(c3ccccc3)c3ccccc3)CC2)c1 | 1.7 | -6.9
O=c1[nH]cnc2c1ncn2C1OC(CO)CC1F (configuration not stated) | 0.5 | -3.3
CC1(c2nnnn2-c2ccc3c(c2)OCCO3)CCC(=O)N1CC(F)(F)F (configuration not stated) | -0.6 | 0.2
CC(C)C[C@H]1CN([C@@H](Cc2ccc(O)cc2)CN2CCC[C@H]2CN2C(=O)C(=O)NC[C@@H]2Cc2ccccc2)C(=O)C(=O)N1CC1CCCCC1 | -0.4 | -1.6
Brc1ccc2c(c1)-n1nncc1CN(CC1CCCCC1)C2 | 1.7 | -6.4
COc1ccc(Cc2c(-c3ccccc3)nc3ccc(Br)cn23)c(C)c1 | 0.8 | 21.1
C=C1C(=O)OC2C1CCC(C)=CCCC1(C)OC21 (configuration not stated) | 1.9 | -2.3
CC1=C(C(=O)N2CCCCCC2)CC(CC(=O)NCCCN(C)C)C(=O)N1Cc1ccc(C(C)(C)C)cc1 (configuration not stated) | 0.8 | -4.2
Brc1ccc2nc(C3CCCCC3)c(Cc3ccccc3)n2c1 | 3.9 | -0.7
CCCN(C)C1CN(Cc2cn(Cc3ccc(OC)cc3)nn2)S(=O)(=O)C1 (configuration not stated) | -1.7 | 3.7

Entries of single compounds, quoted from the list:
Entry for Cc1ccccc1-c1ccc(CN2C(C(C)C)C(=O)N(Cc3cn(CCC4OCCO4)nn3)CCS2(=O)=O)cc1 (configuration not stated) : TcdB GH inh: -0.1; Anthrax LF inh2: -7.2
Entry for CC1=C(C(=O)N2CCCCCC2)CC(CC(=O)NCCCN(C)C)C(=O)N1Cc1ccc(C(C)(C)C)cc1 (configuration not stated) : TcdB GH inh: 0.8; Anthrax LF inh2: -4.2

(further entries)
SMILES | TcdB GH inh | Anthrax LF inh2
CCCc1nc2ccc(C)cn2c1Cc1ccccc1OC | 1.3 | -1.9
CC(C)(C)n1nnnc1C(c1cc2ccccc2o1)N1CCCC1 (configuration not stated) | -4.6 | 3.9
CCc1ccc2c(F)cccc2n1 | 1.3 | -6.9
CCOC(=O)C1=CCN(S(=O)(=O)c2ccccc2C)C1c1cccc(C)c1 (configuration not stated) | -0.6 | -3.7
CCN(C)C1CN(Cc2cn(Cc3ccc(C)cc3)nn2)S(=O)(=O)C1 (configuration not stated) | -0.1 | 6.5
CC(C)(C)S(=O)N1Cc2cc(C(=O)Nc3ccc(-c4ccccc4)cc3)nc(-c3cccc(-c4cc5ccccc5o4)c3)c2[C@@H]1CCO (some centres not stated) | -0.9 | 13.3
Oc1ccc(C[C@H]2CN([C@@H](Cc3ccccc3)CN3CCC[C@@H]3CN3C(=S)NC[C@@H]3Cc3ccccc3)C(=S)N2CC2CCCCC2)cc1 | 2.1 | -0.5
C[C@@H]1COc2cc(N3CCN(Cc4ccccc4F)CC3)ccc2S(=O)(=O)N1 | -1.7 | 0.4
O=C(NC1CCN(Cc2ccccc2)CC1)c1[nH]c(C(F)(F)F)nc1-c1ccccc1 | 0.3&1.4 | 0.0&-0.7
Cc1cccc(C)c1NC(=O)C1c2ccccc2OCC(=O)N1CCc1ccccc1 (configuration not stated) | 2.6 | -8.2
Clc1cccc(N2Cc3ccccc3-n3nncc3C2)c1 | 0.7 | -0.7
O=NN(CCF)C(=O)NC1CCS(=O)(=O)CC1 | -1.7 | -1.3
CC(C)n1c(=O)c2ccccc2n1C(=O)c1ccccc1 | 1.9 | -5.2
CCC(c1nnnn1Cc1ccccc1)N1CCN(C/C=C/c2ccccc2)CC1 (configuration not stated) | 0.6 | -1.8
CC(C)(C)c1nc2ccc(Cl)cn2c1CC1CCCCC1 | -0.6 | -4.3
CCCc1nc2ccc(C)cn2c1Cc1cccc(Cl)c1 | -4.7 | 3.7
C[C@H]1COc2cc(N3CCN(C)CC3)ccc2S(=O)(=O)N1 | -0.4 | -5.7
C=C1C(=O)[C@]23C[C@H]1CC[C@H]2[C@]1(C)[C@@H](OC(C)=O)CC[C@@](C)(C(=O)O)[C@H]1C[C@@H]3O | 0.5 | 8.3
Cc1cc2nc(-c3cccc(Br)c3)c(Cc3cccc(Cl)c3)n2c(C)c1Br | 1.8 | -4.7
C[C@H](O)[C@@H]1CN2CCc3c([nH]c4ccccc34)[C@@H]2C[C@@H]1N(C)C(=S)Nc1ccc(C#N)cc1 | 1.1 | 4.4
CCOC(=O)c1sc2nc(OCc3cccnc3)cc(C)c2c1N | 0.7 | -8.9
O=C(c1ccccc1)c1sc(Nc2ccc3c(c2)OCO3)nc1-c1ccccc1 | 1.4 | 7.3
c1cc2c(cc1N1CCCCC1)CNCc1cnnn1-2 | 0.0 | -6.0
Cc1cc(C)n2c(Nc3ccc4c(c3)OCCO4)c(-c3ccc(F)cc3)nc2n1 | 0.8 | -3.6
CCOC(=O)C1=CC[C@@H](c2ccc(OC)cc2)N(S(=O)(=O)c2ccc(C)cc2)[C@H]1CC | 1.8 | -6.8
COC(=O)c1ccc2nc(-c3ccc(Cl)cc3)c(Cc3cccc(F)c3)n2c1 | 0.1 | 5.6
COc1ccc(Nc2c(C3CC3)nc3nc(C)cc(C)n23)cc1 | -9.6 | -8.0
O=C(NCc1ccc(F)cc1F)[C@@H]1CCCN1C(=O)[C@@H]1CCCN1C(=O)c1ccc(Cl)cc1 | 0.7 | -4.7
Nc1ncnc2c1ncn2[C@@H]1O[C@H](C(=O)NS(=O)(=O)c2cccs2)[C@@H](O)[C@H]1O | 0.8 | -1.2
COc1cccc(-c2cccc(-c3nc(C(=O)NCc4ccc(Oc5ccccc5)cc4)cc4c3[C@H](CCO)N(S(=O)C(C)(C)C)C4)c2)c1 (some centres not stated) | 1.5 | -3.1
O=C(NCc1ccccn1)[C@@H]1CCCN1C(=O)[C@@H]1CCCN1C(=O)c1cccc(Cl)c1 | 0.5 | -1.2
CC1=C(C(=O)N(C(C)C)C(C)C)CC(CC(=O)NC2CCCCC2)C(=O)N1CCC1=CCCCC1 (configuration not stated) | 1.2 | -0.3
Cc1cc2nc(-c3ccccc3)c(CC(C)(C)C)n2c(C)c1Br | 0.8 | 2.9
Cc1cc(C)n2c(Nc3ccc4c(c3)OCCO4)c(-c3ccccn3)nc2n1 | 0.6 | -2.7
C[C@H](c1ccccc1)N1C[C@H](COCc2ccccc2)Oc2cc(N3CCC[C@H]3CO)ccc2S1(=O)=O | 0.5 | 4.0
O=[N+]([O-])c1ccc2c(c1)C(N1CCN(CCO)CC1)Cc1ccc(F)cc1S2 (configuration not stated) | 2.1 | -2.0
Nc1ccn([C@@H]2O[C@H](C(=O)NCCc3ccc(F)cc3)[C@@H](O)[C@H]2O)c(=O)n1 | 0.0 | -0.9
COC(=O)[C@]12CCCCC=C1N(Cc1cccc3ccccc13)C(=O)[C@H](CC(=O)NCC1CCCCC1)C2 | -0.2 | -0.3
C[C@@H](CO)NC(=O)[C@H]1O[C@@H](n2ccc(=O)[nH]c2=O)[C@H](O)[C@@H]1O | 2.2 | 2.4
CCOC(=O)[C@]12Cc3cc(C)ccc3[C@H]1N(Cc1ccccc1)C(=O)c1cc(OC)ccc12 | 0.0 | -5.9
CC(C)(C)C1CCN2CCC[C@](c3ccccc3)(C1)C2OCCCO (some centres not stated) | -0.3 | -7.7
CN(CCc1ccccc1)C(c1cc2ccccc2o1)c1nnnn1C(C)(C)C (configuration not stated) | 1.8 | 0.7
O=C(NCc1ccccc1)C1c2ccccc2OCC(=O)N1Cc1ccc2c(c1)OCO2 (configuration not stated) | 0.2 | -17.1
COC(=O)c1ccc2nc(-c3cccc(Br)c3)c(Cc3ccsc3)n2c1 | -1.6 | 1.0
O=C1NC[C@H](CCCCN2C[C@H](Cc3ccccc3)N(CCC3CCCCC3)C(=O)C2=O)N(Cc2ccccc2)C1=O | 0.6 | -5.5
Cc1ccc(Cc2c(-c3ccc(C)cc3)nc3c(C)cc(Br)cn23)cc1 | -8.3 | -4.5
O=C1NC[C@H](CCCCN2C[C@H](Cc3ccccc3)N(Cc3ccccc3)C(=O)C2=O)N(CCc2ccc(O)cc2)C1=O | 0.5 | -8.7
O=S1(=O)CC(N2CCN(CCO)CC2)CN1Cc1cn(Cc2ccccc2)nn1 (configuration not stated) | 0.2 | 2.2
COCCn1c(C(=O)N(C)C)cc2c1C[C@H]1CN(C(=O)c3ccccc3)[C@@](Cc3ccc(F)cc3)(C(=O)OC)[C@@H]21 | 2.0 | 1.6
COc1ccc(Cc2c(C3CCCCC3)nc3c4ccccc4ccn23)c(C)c1 | 1.6 | 6.1
COCCN1C(=O)CCC1(C)C(=O)Nc1ccc2c(c1)OCCO2 (configuration not stated) | 0.6 | -6.6
CC1(c2nnnn2-c2ccc3c(c2)OCCO3)CCC(=O)N1C1CC1 (configuration not stated) | -0.7 | -2.2
COc1ccc(-c2nc3ccc(Cl)cn3c2Cc2cccc(Cl)c2)cc1OC | 0.8 | 4.7
CCCCN1C(=O)C(=O)NC[C@H]1Cc1cccc2ccccc12 | 1.9 | 3.2
Nc1nc2c(ncn2[C@@H]2O[C@H](CNS(=O)(=O)N3CCc4ccccc4C3)[C@@H](O)[C@H]2O)c(=O)[nH]1 | 0.6 | -7.8
Nc1nc2c(Br)ccc(Br)c2cc1C(=O)NCCc1ccccc1 | 0.2 | -2.9
CCCc1nc2ccc(C)cn2c1Cc1ccc(OC)cc1C | 1.0 | -1.4
COC(=O)c1ccc2nc(-c3ccccc3)c(Cc3ccsc3)n2c1 | 1.1 | 0.2
CC(=O)N1CCN(Cc2cc(=O)oc3cc(C)ccc23)CC1 | 0.3 | 8.3
COC(=O)[C@@]1(Cc2ccc(F)cc2)[C@H]2C(CC(=O)C(=O)N3CCCC3)C(=O)C[C@H]2CN1C(=O)c1ccccc1 (some centres not stated) | -1.7 | -1.2
Following part:
SMILES | TcdB GH inh | Anthrax LF inh2
COC(=O)c1ccccc1OCc1cc(=O)oc2ccc(C)cc12 | 0.1 | -1.5
CC(C)CC(=O)[C@@H](O)Cc1ccc(O)cc1 | 2.6 | 1.4
CCOC1CCCc2oc(-c3ccc(OC)cc3)c(C#CCCO)c21 (configuration not stated) | 0.9 | -3.9
CCCCn1nnnc1C(c1cc2ccccc2o1)N1CCN(C(=O)OCC)CC1 (configuration not stated) | 1.6 | -6.1
CCOC(=O)[C@]12CCC=C1N(Cc1cccc3ccccc13)C(=O)[C@H](CC(=O)NCc1ccc(OC)c(OC)c1)C2 | 0.5 | -2.9
CN(C)CCN1CCN(C2CN(Cc3cn(Cc4ccc(C(F)(F)F)cc4)nn3)S(=O)(=O)C2)CC1 (configuration not stated) | 1.3 | -5.6
CCCCc1c(Cc2cccc(F)c2)ncn1CCc1ccccc1OC | 2.8 | -5.3
COc1ccc(-n2nnnc2C(c2cc3ccccc3o2)N2CCN(C/C=C/c3ccccc3)CC2)cc1 (configuration not stated) | 1.4 | -0.5
O=C(NC1CCCCC1)C(CCc1ccccc1)N1CCc2ccccc2C1 (configuration not stated) | 0.1 | 2.3
Cc1cccc(C)c1NC(=O)C(c1ccccc1)N1CCN(c2ccc(F)cc2)CC1 (configuration not stated) | -0.2 | 2.8
CC(C)=CCC[C@H](C)C[C@@H]1CC2=C(C(=O)OC(C)(C)O2)[C@H](c2ccc(F)cc2)O1 | 0.1 | -0.5
Cc1ccc(S(=O)(=O)N2C[C@H]3C(=O)C[C@@H](c4cccs4)N(S(=O)(=O)c4ccc(C)cc4)[C@H]3C[C@H]2c2ccccc2)cc1 | 1.0 | -1.3
COc1ccc(OC)c(CN2C(=O)CCC2(C)c2nnnn2Cc2ccccc2)c1 (configuration not stated) | -0.4 | -4.7
CCOC(=O)[C@]12CCCC=C1N(Cc1cccc3ccccc13)C(=O)[C@H](CC(=O)N1CCSCC1)C2 | 0.9 | -0.8
Cc1cccc(C(=O)N2CCC[C@H]2C(=O)N2CCC[C@H]2C(=O)NCc2ccncc2)c1 | 0.9 | -5.2

Shown with each value named: entries from further up
compound: O=C(NC1CCCCC1)C(CCc1ccccc1)N1CCc2ccccc2C1 (configuration not stated)
  TcdB GH inh = 0.1 | Anthrax LF inh2 = 2.3

compound: Cc1cccc(C)c1NC(=O)C(c1ccccc1)N1CCN(c2ccc(F)cc2)CC1 (configuration not stated)
  TcdB GH inh = -0.2 | Anthrax LF inh2 = 2.8

compound: CC(C)=CCC[C@H](C)C[C@@H]1CC2=C(C(=O)OC(C)(C)O2)[C@H](c2ccc(F)cc2)O1
  TcdB GH inh = 0.1 | Anthrax LF inh2 = -0.5

compound: Cc1ccc(S(=O)(=O)N2C[C@H]3C(=O)C[C@@H](c4cccs4)N(S(=O)(=O)c4ccc(C)cc4)[C@H]3C[C@H]2c2ccccc2)cc1
  TcdB GH inh = 1.0 | Anthrax LF inh2 = -1.3

Going on with the list:
SMILES | TcdB GH inh | Anthrax LF inh2
C[C@H](O)[C@@H]1CN2CCc3c([nH]c4ccccc34)[C@@H]2C[C@@H]1N(C)C(=O)c1ccco1 | 1.1 | -6.6
FC(F)(F)Oc1ccccc1C(c1nnnn1Cc1ccccc1)N1CCN(C/C=C/c2ccccc2)CC1 (configuration not stated) | 0.0 | -4.5
CCOC(CNC(=O)c1[nH]c(C(F)(F)F)nc1-c1ccccc1)OCC | 0.9 | -10.6
CCc1ccc2cc(C)cc(C)c2n1 | 0.3 | 4.1
CCCC[C@@H]1Cc2[nH][nH]c(=O)c2[C@H](c2ccc3ccccc3c2)O1 | 0.3 | -3.8
CCOC(=O)[C@]12CCC=C1N(Cc1ccco1)C(=O)[C@H](CC(=O)NCc1ccc(C)o1)C2 | -0.7 | -10.0
O=C(Cc1csc2ccccc12)NCC1CC1 | 0.6 | -3.1
COCCCN1C(=O)C(CC(=O)NC2CC2)CC(C(=O)N(C(C)C)C(C)C)=C1C (configuration not stated) | 0.6 | 2.0
